HT1080-NT tox: kills 2HG-producing HT-1080-NT fibrosarcoma cells. HT-1080-NT fibrosarcoma viability, CellTiter-Glo ATP luminescence, 48 h. Potency, µM (titrated, usually from 46.1 µM), inactives show top-dose activity, negative = less viability, hits mostly cytotoxic. actives 1.6% (n = 360,000). AID 686970;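 note: NT is the 2HG producing partner of a matched IDH1 knockdown line; 0% = DMSO-treated cells and -100% = media-only wells without cells; nearly all actives have a fitted effect of over 55% in size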
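HT-1080-NT fibrosarcoma cells (2HG-overproducing), 750 cells/well in RPMI with 5% FBS, dosed after 2 h and incubated 48 h at 37C. CellTiter-Glo luminescence normalized to DMSO and no-cell wells; concentration-response curves fitted and classed.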
SW480 rereplic: induces DNA re-replication in SW480 colon adenocarcinoma cells | Potency, µM (highest dose often 46.1 µM), without a hit: at the highest dose re-replication activation, usual class: activators | AID 624297 | SW480 DNA re-replication, Hoechst DNA content imaging, 48 h | actives 1.8% (n = 340,000); note: % of control where 0% means no effect; nearly all actives have a fitted effect of over 55% in size
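First, 250 cells per well were seeded. Next, compound or vehicle (23 nL) was pinned in, plates sat 48 hr at 37 C. Finally Hoechst was added for 40 min before fluorescence scanning.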
TDP-43 yeast inh: rescues yeast growth from TDP-43 toxicity; actives 1.8% (n = 410,000); Potency, µM (doses to about 46.1 µM), inactives show at the highest dose growth rescue (activation), hits mostly activators; TDP-43 expressing yeast growth rescue, BacTiter-Glo, 24 h; note: % of control where 0% means no effect; nearly all actives have a fitted effect of over 50% in size
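Growth rescue of TDP-43-toxic yeast measured as ATP luminescence (BacTiter-Glo). Cells grown to mid-log in raffinose, induced in galactose at OD600=0.02, exposed to compound 24 hr at 30 deg C.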
HT1080 IDH1KD tx: kills HT-1080 cells with IDH1 knockdown. HT-1080 IDH1 knockdown viability, ATP luminescence, 48 h. actives 2% (n = 360,000). Potency, µM (highest dose often 46.1 µM), without a hit: at the top dose activity, negative = toxicity, hits mostly cytotoxic;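 note: 0% = DMSO wells and -100% = cell-free medium wells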
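% activity derives from luminescence (CellTiter-Glo), normalised to DMSO and no-cell wells. HT-1080-IDH1KD cells, 750/well, had 48 h compound exposure at 37 °C.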
KB-3-1 tox: KB-3-1 parental cell cytotoxicity. KB-3-1 viability, CellTiter-Glo ATP luminescence, 72 h. Potency, µM (doses to about 46.1 µM), inactives show at the highest dose activity change, negative = cytotoxic, hits mostly cytotoxic. actives 1.4% (n = 400,000). AID 1347075; note: % is set by controls: 0 for no effect and ±100 for the full control effect; nearly all actives have a fitted effect of over 60% in size
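Parental KB-3-1 viability, qHTS format: 72 h compound exposure, 37 °C; CellTiter-Glo; media-only wells and DMSO plates as controls; concentration-effect fits on corrected data.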
GLP-1R inv ag: acts as inverse agonist at human GLP-1 receptor | P43220 | HEK293 GLP-1R CRE-luciferase, luminescence, 24 h; GLP-1R form is constitutively active | Potency, µM (doses to about 38.3 µM), for inactives: at the highest dose activity change, negative = inhibition, usual class: inhibitors | actives 1.6% (n = 410,000) | AID 624417; note: % is set by controls: 0 for no effect and ±100 for the full control effect; nearly all actives have a fitted effect of over 55% in size
Target sequence (P43220 whole entry, looked up): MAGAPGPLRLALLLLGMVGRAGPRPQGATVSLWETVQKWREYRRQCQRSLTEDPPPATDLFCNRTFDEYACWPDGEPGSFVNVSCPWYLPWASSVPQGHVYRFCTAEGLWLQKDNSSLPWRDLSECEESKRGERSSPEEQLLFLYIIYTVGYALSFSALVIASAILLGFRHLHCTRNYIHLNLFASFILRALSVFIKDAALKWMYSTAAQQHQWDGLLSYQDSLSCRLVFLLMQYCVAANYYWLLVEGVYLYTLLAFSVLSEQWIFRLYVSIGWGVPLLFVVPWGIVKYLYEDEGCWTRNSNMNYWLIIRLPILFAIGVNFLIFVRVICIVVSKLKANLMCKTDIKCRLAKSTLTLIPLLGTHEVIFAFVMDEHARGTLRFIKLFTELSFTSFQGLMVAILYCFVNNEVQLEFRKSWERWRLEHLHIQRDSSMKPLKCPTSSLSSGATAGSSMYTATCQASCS
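qHTS in 1536-well format: reporter HEK293 cells expressing constitutive GLP-1R activity in DMEM + 10% Nu serum, 24 hr with compounds at 37 deg C, luminescence read after 12 min with detection reagent.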
HEK293 tox: cytotoxicity counter-screen for GLP-1 receptor inverse agonists | Potency, µM (titrated, usually from 38.3 µM), inactives show at the highest dose activity change, negative = inhibition, hits mostly inhibitors | AID 624418 | actives 0.13% (n = 410,000) | HEK293 cAMP-luciferase reporter cells, luminescence, 24 h;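 note: loss of luciferase light is scored as toxicity; % is set by controls: 0 for no effect and ±100 for the full control effect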
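Seeding density was 200 cells/uL; after overnight-length (12 h) culture, 23 nL compounds went on for 24 h at 37 °C. Readout used a luciferase detection reagent, luminescence taken after 12 min at room temperature.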
GLP1R ag: agonists of human GLP-1 receptor | HEK293 GLP-1R CRE-luciferase, luminescence, 4-6 h; cells express a hypersensitive GLP-1R form | Potency, µM (doses to about 45.6 µM), for inactives: at the top dose activation, usual class: activators | actives 0.007% (n = 380,000); note: % of control where 0% means no effect
KB-V1 cytotox: KB-V1 MDR subline cytotoxicity; actives 3.4% (n = 400,000); AID 1347076; Potency, µM (series often up to 46.1 µM), for the others: at the top dose activity change, negative = cytotoxicity, actives largely listed as cytotoxic; KB-V1 MDR cells viability, CellTiter-Glo, 72 h; note: % is set by controls: 0 for no effect and ±100 for the full control effect; nearly all actives have a fitted effect of over 60% in size
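Readout: CellTiter-Glo luminescence, 10 min after addition. Cells: KB-V1 MDR subline, 72 h at 37 degrees C with compound. Analysis: corrected, normalized data fitted to concentration-effect curves.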
Numbers without * were called inactive; ? = inconclusive; nt = no result given; [ ] = another dose, or the depositor's remark. Calls come from the whole dose curve; as a rule, active = well fitted curve in the direction sought with a large enough effect; inconclusive = small, poorly fitted or top-dose-only effect, or another doubt; inactive = no such curve, though single readings can be large; an effect the other way counts as inactive or inconclusive. Potency is the fitted concentration of half-maximal effect.

SMILES | HT1080-NT tox | SW480 rereplic | TDP-43 yeast inh | HT1080 IDH1KD tx | KB-3-1 tox | GLP-1R inv ag | HEK293 tox | GLP1R ag | KB-V1 cytotox
O=C(NCCC1=CCCCC1)c1ccc2c(c1)N(Cc1ccccc1F)C(=O)c1ccccc1S2=O (stereo not given) | nt | nt | -4.0% | nt | -6.0% | ? | 0.3% | -2.6% | -0.6%
O=C(Nc1cccs1)Nc1ccccc1Cl | -4.0% | -4.5% | 12.0% | -2.7% | -13.5% | ? | 62.4%[activator] | 0.3% | -12.9%
COc1cccc(-c2nn3c(=O)cc(CN4CCN(S(=O)(=O)c5ccc(C)cc5)CC4)nc3s2)c1 | nt | nt | -0.5% | nt | 10.4% | 16.4% | 0.5% | nt | 0.0%
CC1CCCC(C)N1C(=O)CN1c2cccc3cccc(c23)S1(=O)=O (stereo not given) | -5.1% | -0.2% | -1.1% | 6.9% | -1.5% | -27.2% | -4.6% | -0.4% | 0.0%
CN(Cc1nc(-c2ccncc2)no1)S(=O)(=O)c1ccc(Cl)cc1 | 3.3% | -4.9% | -0.9% | -12.5% | 19.3% | 0.0% | -20.2% | -3.3% | 14.6µM*
Cc1ccc(CN2CCC(CNC(=O)c3cnn(-c4ccccc4Cl)c3C3CCN(C(=O)OC(C)(C)C)CC3)CC2)cc1 | nt | nt | 0.0% | nt | -10.0% | ? | ? | nt | ?
Cc1ccc(CN(C)C(=O)COC(=O)CSc2cc(C)c3ccccc3n2)cc1 | -1.6% | -6.5% | 25.6% | 1.8% | -1.3% | -0.2% | 1.2% | -5.5% | ?
O=C1CCCCC1Nc1ccc([N+](=O)[O-])cc1 (stereo not given) | 3.5% | -4.5% | 10.6% | 13.4% | 9.6% | -2.0% | ? | 0.7% | -8.5%
COc1ccc(-n2c(C)nnc2SCC(=O)N2C(C)CCCC2C)cc1 (stereo not given) | 2.4% | 22.1% | -30.6%[inhibitor] | 4.4% | 0.0% | 12.3% | 15.9% | 0.5% | -28.0%
C=C[C@@H]1c2ccccc2N(S(=O)(=O)c2ccc(C)cc2)[C@H](c2ccccc2)C1(C#N)C#N | 8.0% | ? | 7.7% | 4.1% | ? | 3.55µM* | -9.2% | -0.9% | ?
CC(O)c1nc2c(c(=O)n(C)c(=O)n2C)n1C (stereo not given) | -3.7% | -23.9% | 10.6% | 7.0% | 0.0% | 15.1% | 3.6% | 3.7% | 0.9%
CS(=O)(=O)c1ccc(C(=O)N(CCc2ccccc2)Cc2ccccc2)cc1 | -0.2% | 3.7% | -20.8% | -5.2% | -5.1% | 0.5% | 2.2% | 9.0% | ?
CCC1(C)Cc2nc3sc(C(=O)O)c(N)c3cc2CO1 (stereo not given) | 5.4% | ? | 20.4% | 4.2% | 12.3% | 18.9% | 22.3% | -12.4% | -4.9%
CCc1nn(CC(=O)N2CCN(c3ccc(Cl)cc3)CC2)c(=O)c2cc3occc3n12 | nt | nt | -4.2% | nt | -3.2% | -6.8% | 6.7% | nt | 9.2%
Cc1cc(=O)[nH]c(NC(=O)Cc2ccccc2)n1 | 14.9% | 20.3% | 0.0% | 1.0% | 16.6% | 12.6% | 16.0% | 4.8% | 0.0%

4 compounds picked at random from those above, as already listed:
SMILES | HT1080-NT tox | SW480 rereplic | TDP-43 yeast inh | HT1080 IDH1KD tx | KB-3-1 tox | GLP-1R inv ag | HEK293 tox | GLP1R ag | KB-V1 cytotox
CCC1(C)Cc2nc3sc(C(=O)O)c(N)c3cc2CO1 (stereo not given) | 5.4% | ? | 20.4% | 4.2% | 12.3% | 18.9% | 22.3% | -12.4% | -4.9%
CCc1nn(CC(=O)N2CCN(c3ccc(Cl)cc3)CC2)c(=O)c2cc3occc3n12 | nt | nt | -4.2% | nt | -3.2% | -6.8% | 6.7% | nt | 9.2%
Cc1ccc(CN2CCC(CNC(=O)c3cnn(-c4ccccc4Cl)c3C3CCN(C(=O)OC(C)(C)C)CC3)CC2)cc1 | nt | nt | 0.0% | nt | -10.0% | ? | ? | nt | ?
O=C(NCCC1=CCCCC1)c1ccc2c(c1)N(Cc1ccccc1F)C(=O)c1ccccc1S2=O (stereo not given) | nt | nt | -4.0% | nt | -6.0% | ? | 0.3% | -2.6% | -0.6%

(further entries)
SMILES | HT1080-NT tox | SW480 rereplic | TDP-43 yeast inh | HT1080 IDH1KD tx | KB-3-1 tox | GLP-1R inv ag | HEK293 tox | GLP1R ag | KB-V1 cytotox
Oc1cccc(CN2CCCCC2)c1 | -0.4% | 0.5% | 3.9% | 0.7% | 18.8% | 6.9% | -3.6% | 4.6% | 0.0%
CO/N=C/c1cc([N+](=O)[O-])ccc1Sc1ccc(C)cc1 | -2.2% | 7.4% | -16.1% | 8.2% | -0.1% | ? | 2.5% | -0.8% | ?
O=C(CN1CCN(S(=O)(=O)c2ccccc2F)CC1)Nc1ccnn1C1CCCC1 | -0.3% | 1.7% | 12.4% | 0.8% | -4.4% | -0.5% | 1.5% | 2.3% | -5.7%
CCCC(=O)N1CCCC(c2cc(C(=O)NCc3ccc(F)cc3)no2)C1 (stereo not given) | 3.4% | nt | 6.3% | 11.5% | 0.0% | -8.3% | 3.5% | -2.7% | -26.8%
CSc1cccc(NC(=O)N2CCc3ccc(NC(=O)c4ccccn4)cc3C2)c1 | ? | ? | ? | -18.7% | 0.0% | ? | -22.2% | -3.2% | 0.0%
C=CCC1(CC=C)CCCN1C(=O)CC1C(=O)NCCN1Cc1cccc(OC)c1 (stereo not given) | -0.9% | -8.3% | -3.7% | 0.4% | -10.7% | -19.2% | -0.3% | 5.9% | -25.7%
COC(=O)COc1ccccc1C(=O)Nc1ccc(OC)cc1 | 11.6% | 1.3% | 0.0% | 23.2% | 20.1% | 6.3% | -29.2% | 12.5% | -13.2%
COCCCNC(=O)CCc1nc2cccnc2n1Cc1ccc(OC)cc1 | 8.2% | 3.3% | -12.3% | 0.5% | -6.6% | 0.0% | 6.0% | 5.5% | ?
CCOC(=O)c1c(CSc2ccc(C)cc2)n(C)c2cc(Br)c(O)c(CN(C)C)c12 | ? | 15.0% | 9.6% | ? | -22.7% | ? | -20.8% | 0.5% | -21.5%
CN(C)c1ccc(CN(C(=O)COc2ccc(F)cc2)C2CCS(=O)(=O)C2)cc1 (stereo not given) | 18.6% | -2.8% | -8.2% | -6.7% | -2.2% | 0.0% | 10.5% | -8.3% | -4.3%
O=C(NCc1nc2ccccc2[nH]1)C1=C[C@H](C2CC2)C[C@H](OCc2ccc(CO)cc2)O1 | -22.6% | 0.4% | -11.7% | -2.7% | -16.5% | 3.9% | -2.0% | -4.4% | -8.6%
O=S1(=O)CCN(Cc2csc(-c3cccs3)n2)CC1 | -2.4% | 4.5% | -13.9% | -0.5% | -5.8% | ? | -1.7% | 2.7% | -11.7%
CN(C)c1ccc(CNC23CN4CN(CN(C4)C2)C3)cc1 | -2.0% | -5.8% | -10.7% | 10.8% | 1.4% | -7.9% | 5.8% | -1.5% | 13.4%
CC(=O)N(C(C)=O)c1ncn(C)c1S(=O)(=O)Nc1ccccc1 | -2.0% | -6.0% | -14.9% | 7.8% | -20.1% | -2.7% | 1.5% | -1.2% | 2.0%
CCOc1ccc(NC(=O)C(Cc2ccccc2)NS(=O)(=O)c2ccc3c(c2)oc(=O)n3C)cc1 (stereo not given) | nt | nt | -9.5% | nt | -2.8% | 7.6% | 4.5% | nt | -23.0%
CC(C)S(=O)(=O)N1CCCC(c2cc(C(=O)Nc3ccc(F)c(Cl)c3)no2)C1 (stereo not given) | -1.5% | nt | ? | -17.1% | 0.0% | ? | -4.1% | 10.6% | 1.8%
CCc1cc(=O)oc2cc(C)cc(OC(=O)c3ccco3)c12 | -0.3% | -0.8% | ? | -4.2% | 6.0% | 0.4% | 58.1%[activator] | -2.9% | 13.3%
O=S(=O)(NCC1CCCO1)c1ccc(S(=O)(=O)N(Cc2ccccn2)C2CC2)cc1 (stereo not given) | 9.2% | -4.3% | 0.8% | 8.3% | -1.4% | 7.1% | -5.0% | 3.4% | -13.4%
COc1ccc(/C=N/S(=O)(=O)c2cccs2)cc1 | 8.6% | -17.2% | 3.5% | 0.0% | 5.6% | 0.0% | -12.5% | -6.9% | 17.7%
COc1ccccc1NC(=O)/C=C/C(N)=O | 8.91µM* | -1.8% | 20.2% | ? | 18.1% | -14.3% | -28.8% | -4.4% | 9.6%
COC(CNC(=O)c1c[nH]c2ccc(S(=O)(=O)N(C)c3ccc(F)cc3)cc2c1=O)OC | 5.8% | -7.8% | -4.6% | -22.2% | 7.0% | -4.6% | -6.0% | -0.5% | 24.9%
O=S(=O)(c1ccccc1)N1CCN(S(=O)(=O)c2ccccc2)c2ccccc21 | 1.1% | 15.9% | -18.4% | -11.0% | -4.0% | ? | 8.5% | 3.4% | 20.6µM*
CCCSc1nnc(-c2cccc(S(=O)(=O)N(C)C)c2)n1-c1cc(OC)ccc1OC | 9.3% | 1.9% | -20.9% | 8.4% | -21.9% | -1.2% | -12.9% | 11.7% | ?
O=C(CCc1nnc(C2CCCCC2)o1)NCCCOc1cccnc1 | 20.2% | ? | 0.0% | 6.0% | 1.5% | -2.6% | 10.3% | 7.8% | -1.7%
CSc1nc2sc3c(c2c(=O)[nH]1)CCC(C)C3 (stereo not given) | 21.8% | -3.1% | -6.8% | 7.6% | -6.6% | 4.2% | 1.7% | -6.2% | 2.4%
N#Cc1c(/N=C/N2CCCC2)oc(-c2ccccc2)c1-c1ccccc1 | 2.5% | -0.9% | -2.4% | -3.3% | 5.2% | ? | 4.7% | -15.3% | -2.1%
O=C1CC(O)(c2ccccc2)C(c2ccccc2)=C1c1ccccc1 (stereo not given) | ? | -2.4%[9.22 µM] | 1.0% | -22.8% | ? | 10µM* | -11.2% | -4.5% | 17.8µM*
COc1cccc(C2CC(c3ccc(Cl)cc3Cl)Nc3nc(N)nn32)c1 (stereo not given) | -15.8% | -2.7% | -13.7% | -17.1% | -10.4% | -0.2% | 10.9% | 22.5% | -1.0%
CCCCN(Cc1ccccc1)S(=O)(=O)c1ccc2c(c1)CCN2C(=O)C1CCC1 | nt | nt | ? | nt | -6.1% | -5.0% | 0.6% | 0.2% | 0.0%
